From PubChem
IDE inh = inhibits human insulin-degrading enzyme in HEK cells. P14735. FAbetaB cleavage, fluorescence polarization. inhibition, % at 5.59 µM. 0.41% of 320,000 active. AID 434962;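 active means percent inhibition above the average of all tested compounds plus 3 SD, set per screening campaign, cut at about 16% in these data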;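 further: IDE supplied by intact live HEK cells; FP after avidin binding of uncleaved biotin substrate so inhibition keeps polarization high; 0% = DMSO wells and 100% = 60 µM reference IDE inhibitor Ii1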
NS3 helicase inh = inhibitors of Hepatitis C virus NS3 helicase | NS3 helicase DNA unwinding, Cy5 molecular beacon fluorescence | 0.56% of 290,000 active | inhibition, % at 10.9 µM;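 active means inhibition above the mean of all tested compounds plus 3 SD, set per campaign, cut at about 35% in these data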;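 further: 0% = DMSO wells and 100% = thioflavine S control wells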
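test system = hepatitis C virus NS3 helicase domain fragment enzyme | reagent = annealed dual-labelled DNA beacon duplex, ATP-started | times = 1 h at 25 °C | detection = Cy5 fluorescence, 0 and 60 min reads | read-out basis = percent inhibition from t60/t0 fluorescence ratio | control set = DMSO and thioflavine S | replication = one well per compound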
FID counter = fluorescent intercalator displacement, NS3 helicase counter-screen. DNA fluorescent intercalator displacement, fluorescence. inhibition, % at 7.9 µM. 0.17% of 290,000 active. AID 1845; in the data active means inhibition above about 37%;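 further: 0% = vehicle and 100% = reference compound; higher means more ethidium bromide displaced from hairpin DNA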
IMP-1 inhibitor = blocks Pseudomonas aeruginosa IMP-1 metallo-beta-lactamase. purified IMP-1, nitrocefin hydrolysis, epi-absorbance fluorescence. 0.45% of 290,000 active. AID 1556. inhibition, % at 5.6 µM;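 active means inhibition above the mean plus 3 SD of all compounds in the same screening run, cut at about 4.5% in these data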;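 further: 0% = IMP-1 with DMSO and 100% = DMSO wells lacking enzyme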
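Assay system: purified recombinant IMP-1 beta-lactamase. Input: IMP-1 0.2 nM before substrate addition. Buffer or medium: Zinc- and detergent-supplemented HEPES buffer, pH 7.1. Schedule: 25 °C, 15 min preincubation, 25 min reaction. Signal: Epi-absorbance fluorescence, 480 nm excitation, 530 nm emission. Evaluation: percent inhibition from optical density relative to buffer-blank wells.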
UBC9 SUMO inh = blocks human SUMOylation mediated by UBC9 | 0.36% of 290,000 active | HTRF SUMOylation assay, SAE1/SAE2 + UBC9, in vitro | inhibition, % at 35 µM | P63279; in the data active means inhibition above about 50%, passing the limit was not always enough; further: strong numbers were not always called active
p-CIP stab down = compounds decreasing mouse p/CIP protein stability; 0.01% of 290,000 active; decrease of EGFP signal, % at 10 µM; AID 1984; F442A p/CIP-EGFP cells, EGFP fluorescence, 16 h;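 active means EGFP signal decrease of at least 30% at 10 µM or well 3 SD below plate mean, unless failing retest; inactive means the rest, including hits failing retest or dose response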; further: some compounds called inactive have numbers as strong as hits; many of its hits are not listed in these tables
Target sequence (Q05BA5 1-1403): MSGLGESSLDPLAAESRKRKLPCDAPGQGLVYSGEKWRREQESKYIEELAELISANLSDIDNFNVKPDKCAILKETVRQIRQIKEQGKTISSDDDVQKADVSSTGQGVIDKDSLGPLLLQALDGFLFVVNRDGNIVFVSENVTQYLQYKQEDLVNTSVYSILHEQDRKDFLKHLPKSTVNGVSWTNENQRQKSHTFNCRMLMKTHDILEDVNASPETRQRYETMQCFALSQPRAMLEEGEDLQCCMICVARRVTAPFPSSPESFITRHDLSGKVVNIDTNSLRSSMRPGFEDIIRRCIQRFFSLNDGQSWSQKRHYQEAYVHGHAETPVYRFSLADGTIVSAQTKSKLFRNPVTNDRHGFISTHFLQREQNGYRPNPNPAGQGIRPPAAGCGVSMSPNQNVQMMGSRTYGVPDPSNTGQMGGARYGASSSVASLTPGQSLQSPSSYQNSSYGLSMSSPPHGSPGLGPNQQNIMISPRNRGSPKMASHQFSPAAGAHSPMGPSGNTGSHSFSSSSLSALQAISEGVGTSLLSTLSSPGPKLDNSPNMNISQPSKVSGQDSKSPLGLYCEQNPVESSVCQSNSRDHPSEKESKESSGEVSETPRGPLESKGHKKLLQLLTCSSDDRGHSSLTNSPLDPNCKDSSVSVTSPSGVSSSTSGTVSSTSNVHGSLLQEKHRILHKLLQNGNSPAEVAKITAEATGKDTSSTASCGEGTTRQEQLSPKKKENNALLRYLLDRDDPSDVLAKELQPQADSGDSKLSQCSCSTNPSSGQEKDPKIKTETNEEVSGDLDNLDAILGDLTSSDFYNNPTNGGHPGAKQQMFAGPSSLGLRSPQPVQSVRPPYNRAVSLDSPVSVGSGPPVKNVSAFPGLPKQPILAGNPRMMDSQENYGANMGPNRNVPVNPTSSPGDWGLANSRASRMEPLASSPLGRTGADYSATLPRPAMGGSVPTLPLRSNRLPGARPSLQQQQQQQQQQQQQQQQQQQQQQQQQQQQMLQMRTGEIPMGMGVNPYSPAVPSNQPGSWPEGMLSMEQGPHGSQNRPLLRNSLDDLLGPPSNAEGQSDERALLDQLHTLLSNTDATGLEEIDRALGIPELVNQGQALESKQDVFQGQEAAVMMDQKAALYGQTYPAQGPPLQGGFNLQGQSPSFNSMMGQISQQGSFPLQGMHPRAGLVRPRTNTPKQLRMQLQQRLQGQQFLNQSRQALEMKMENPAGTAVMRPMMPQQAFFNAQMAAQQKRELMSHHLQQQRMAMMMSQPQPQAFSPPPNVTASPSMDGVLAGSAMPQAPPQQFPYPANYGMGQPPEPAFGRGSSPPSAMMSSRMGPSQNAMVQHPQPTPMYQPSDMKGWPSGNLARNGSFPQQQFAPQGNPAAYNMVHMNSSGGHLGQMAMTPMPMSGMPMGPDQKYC
PfM18AAP inh = PfM18AAP enzyme inhibition. recombinant PfM18AAP, H-Glu-NHMec fluorogenic cleavage. inhibition, % at 7.35 µM. 1.2% of 290,000 active. AID 1822;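 active means inhibition above the campaign mean inhibition over all tested compounds plus 3 SD, cut at about 28% in these data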;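 further: 0% = plate median of test compound wells and 100% = 2 mM ZnCl2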
VIM-2 inh = inhibitors of Pseudomonas aeruginosa VIM-2 metallo-beta-lactamase; purified VIM-2, nitrocefin hydrolysis, epi-absorbance fluorescence; inhibition, % at 5.6 µM; 0.89% of 290,000 active; AID 1527;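 active means inhibition above the mean of all tested compounds plus 3 SD, cutoff set per screening run, cut at about 7.5% in these data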;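 further: red hydrolysis product quenches plate fluorescence so inhibitors raise well fluorescence; 0% = enzyme with DMSO and 100% = DMSO without enzyme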
IDE cell activ = IDE (human) activation, cell-based; HEK cells, FAbeta-B cleavage, fluorescence polarization; 0% vehicle, 100% cell-free pure enzyme wells; activation, % at 5.96 µM; 0.073% of 340,000 active; AID 493087;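 active means activation above the mean of all tested compounds plus 3 SD, set per screening campaign, cut at about 17% in these data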
Starred values were filed as active, the others as inactive; nt = no result given.

SMILES	IDE inh	NS3 helicase inh	FID counter	IMP-1 inhibitor	UBC9 SUMO inh	p-CIP stab down	PfM18AAP inh	VIM-2 inh	IDE cell activ
Cc1c(NC(=O)Nc2ccc(F)cc2)c(=O)n(-c2ccccc2)n1C	2	-4	-7	-1.1	9	8	-4	-0.3	3
O=C(NCc1c(O)ccc2ccccc12)c1ccccc1	nt	-3	-8	-3.6	-20	-2	6	-2.7	0
COc1ccc(OC)c(C(=O)COC(=O)CNC(=O)C2CCCCC2)c1	6	-5	-2	-2.9	3	-11	3	-1.2	4
CC(C)(C)S(=O)(=O)c1cnc2c(-c3ccc(F)cc3)cnn2c1N	1	9	-1	-2.2	14	-8	9	-0.7	5
COc1ccc(-c2[nH]ncc2/C=N\NS(=O)(=O)c2ccccc2)cc1OC	9	-1	-8	0.5	0	-5	-3	-2.2	-2
COc1ccc(CNC(=S)N/N=C/c2ccncc2)cc1	3	7	-6	-3.5	8	-7	2	-4.4	-2
Fc1ccccc1N1CCN(CCCc2ccccc2)CC1	5	-6	3	-3.1	4	-1	2	-2.9	1
N#Cc1c(/N=C/c2cccnc2)sc2c1CCCC2	1	-2	1	1.4	28	-5	10	-0.9	nt
CC(C)/C=C1\CC/C(=C\c2cccnc2)C1=O	-2	-1	-14	-2.3	1	-5	9	-2.1	1
CC1(C)Cc2c(c(-c3ccccc3)nc(N3CCOCC3)c2C(N)=O)CO1	7	-2	-5	3.0	3	8	-7	1.5	3
CC/C(=N/Nc1ccc(Cl)cc1)c1cnnc(SC)n1	-3	-3	0	-1.3	8	-9	-3	-1.1	3
CCOC(=O)C1CCN(C(=O)CCN2C(=O)C3C4C=CC(C4)C3C2=O)CC1 (stereo not given)	4	4	-7	4.1	12	-5	-1	-2.4	2
CCCCOC(=O)Nc1ccc(OC)cc1S(=O)(=O)N1CCOCC1	-1	-1	-7	-1.8	23	-10	4	-2.3	0
Clc1ccc(C[n+]2cc(-c3ccccc3)n3c2CCCCC3)c(Cl)c1	7	-1	13	-3.3	-4	-9	-5	-0.6	0
COc1ccc(Nc2nc(-c3ccccc3)nc3ccccc23)c(OC)c1	6	-1	6	-1.6	3	-19	3	-2.0	5
O=C(COn1nnc2ccc(C(F)(F)F)cc21)Nc1c(Cl)cccc1Cl	-3	-2	-6	-3.6	-11	4	6	-2.1	1
Cc1ccccc1-n1c(=O)c2ccccc2n2nnnc12	-4	-5	-2	-3.4	13	-3	-4	-3.1	2
CCN1CCN(C(=O)CN(c2cccc(Br)c2)S(=O)(=O)c2ccccc2)CC1	7	-20	10	-2.1	5	-10	-10	2.6	5
O=C(NCc1ccc2c(c1)OCO2)c1ccc(S(=O)(=O)NCC2CCCO2)cc1 (stereo not given)	-2	0	-14	-3.5	14	-5	4	-3.1	1
CCS(=O)(=O)NCCc1ccc(OC)c(OC)c1	0	-3	-10	-3.8	-5	-6	0	-2.7	4
COc1ccccc1N1CC(C(=O)OC(C)C(=O)N2CCCc3ccccc32)CC1=O (stereo not given)	0	1	-29	-3.3	19	-13	-16	-0.9	4
CC1Cc2ccccc2N1S(=O)(=O)c1cnc(Cl)c(Br)c1 (stereo not given)	4	-6	0	-0.7	14	17	6	-1.4	3
Cn1cc(C(=O)NC2CCCCCC2)c(=O)c2cc(S(=O)(=O)N3CCCC3)ccc21	-4	-5	-4	-2.4	-6	-3	0	-3.9	1
CC1CCN(Cc2c(C(=O)N/N=C/c3ccccc3O)nnn2-c2nonc2N)CC1	1	2	-13	-1.4	54*	-7	-8	-3.1	1

2 compounds from above with just p-CIP stab down.
compound	p-CIP stab down
Clc1ccc(C[n+]2cc(-c3ccccc3)n3c2CCCCC3)c(Cl)c1	-9
CCS(=O)(=O)NCCc1ccc(OC)c(OC)c1	-6

The list goes on.
SMILES	IDE inh	NS3 helicase inh	FID counter	IMP-1 inhibitor	UBC9 SUMO inh	p-CIP stab down	PfM18AAP inh	VIM-2 inh	IDE cell activ
COc1ccccc1-c1nnc(NC(=O)CSc2nncn2C)s1	3	6	-7	-3.1	18	-6	-5	-1.9	1
NS(=O)(=O)c1ccc(NC(=O)COC(=O)c2ccc(Cl)cc2[N+](=O)[O-])cc1	3	-2	9	-2.9	-8	4	4	-4.0	6
COC(=O)NC1(C(F)(F)F)C(=O)Nc2c1c(=O)n(C)c(=O)n2C (stereo not given)	2	8	0	-3.0	18	4	6	-4.0	5
O=C(CCNS(=O)(=O)c1c(Cl)cccc1Cl)OCC(=O)c1ccccc1F	-2	-19	-9	-2.0	-7	-1	-17	-1.1	5
O=C(CN1CCCCCC1)Nc1cccc(Br)c1	2	-8	10	0.4	-4	-8	6	-0.5	1
CN(C)C(CNC(=O)c1cccc(S(=O)(=O)N(C)C)c1)c1ccccc1 (stereo not given)	-4	10	8	-3.7	1	-4	-16	-4.5	-1
COc1cc(C=O)ccc1OCCCOc1ccc([N+](=O)[O-])cc1	-5	3	-1	-2.8	0	-2	-3	-4.3	3
CCC(=O)N1CCN(c2ccccc2NC(=O)Cc2ccc(Cl)cc2)CC1	-5	-4	-18	-4.0	6	4	2	-2.5	-1
Fc1ccc(Nc2ccnc(Nc3ccc(F)cc3)n2)cc1	0	-93	39*	0.9	3	9	-5	0.8	-4
O=C(COC(=O)CCC(=O)c1cccs1)Nc1ccc(Cl)cn1	2	-1	-6	1.4	-4	-16	2	-2.2	3
O=C(N/N=C/c1ccc(Br)o1)/C(=C/c1ccc([N+](=O)[O-])cc1)NC(=O)c1ccccc1	6	1	3	-4.1	21	-9	9	-3.7	-5
Cc1oc(-c2ccccc2)[n+]([O-])c1C	8	-1	0	1.2	8	4	-5	-0.9	3
NCCCC[C@H]1CNC(=S)N1CC1CCCCC1	1	1	3	-2.9	-9	-25	5	-3.2	7
O=C(CSc1nncc2ccccc12)Nc1cccc(C(=O)O)c1	2	1	-11	0.3	4	2	-1	0.6	4
CC(C)Cc1n[nH]c(=O)c2c1nnn2Cc1ccccc1F	5	-6	-20	-4.4	13	-11	2	-6.5	4
Cc1cc(=O)n2nc(N3CCC(C(=O)NCCc4ccc(Cl)cc4)CC3)sc2n1	4	0	-35	-3.9	2	3	-3	-4.7	-3
CC(=O)c1ccc(Sc2ccccn2)c([N+](=O)[O-])c1	-6	-2	-3	-2.6	7	-17	4	-2.9	nt
CCS(=O)(=O)N1CCC(C(=O)NCc2ccccn2)CC1	0	-4	0	-1.1	7	-10	-15	-0.5	2
CSc1nc(=S)n(Cc2ccccc2)c(C)c1C(C)=O	5	5	0	-2.7	29	-6	-3	-3.2	3
O=C1OCC/C1=C\c1ccccc1	0	-7	0	0.7	3	7	-16	0.9	2
CC(C)(C)C1CCC(=NNC(=O)C(=O)NCc2cccnc2)CC1 (stereo not given)	3	-13	-4	-2.5	27	-10	10	-2.1	-3
Cc1nnc(N2C(=O)C(=O)/C(=C(/O)c3ccc4c(c3)OCCO4)C2c2ccc(F)cc2)s1 (stereo not given)	4	17	-38	1.4	14	0	0	-4.4	1
Cc1ccc(OC(=O)c2cccc([N+](=O)[O-])c2)c(-n2nc3ccccc3n2)c1	-1	-5	-2	-1.7	2	4	-3	-0.3	0
C/C=C/C(=O)OCC(=O)Nc1ccc(F)cc1Cl	5	2	2	-4.0	-16	3	-11	-3.8	-2

Part of the list above in a different format:
Screens in order: IDE inh | NS3 helicase inh | FID counter | IMP-1 inhibitor | UBC9 SUMO inh | p-CIP stab down | PfM18AAP inh | VIM-2 inh | IDE cell activ
> CC(C)Cc1n[nH]c(=O)c2c1nnn2Cc1ccccc1F
 : 5 | -6 | -20 | -4.4 | 13 | -11 | 2 | -6.5 | 4
> Cc1cc(=O)n2nc(N3CCC(C(=O)NCCc4ccc(Cl)cc4)CC3)sc2n1
 : 4 | 0 | -35 | -3.9 | 2 | 3 | -3 | -4.7 | -3
> CC(=O)c1ccc(Sc2ccccn2)c([N+](=O)[O-])c1
 : -6 | -2 | -3 | -2.6 | 7 | -17 | 4 | -2.9 | nt
> CCS(=O)(=O)N1CCC(C(=O)NCc2ccccn2)CC1
 : 0 | -4 | 0 | -1.1 | 7 | -10 | -15 | -0.5 | 2
> CSc1nc(=S)n(Cc2ccccc2)c(C)c1C(C)=O
 : 5 | 5 | 0 | -2.7 | 29 | -6 | -3 | -3.2 | 3
> O=C1OCC/C1=C\c1ccccc1
 : 0 | -7 | 0 | 0.7 | 3 | 7 | -16 | 0.9 | 2
> CC(C)(C)C1CCC(=NNC(=O)C(=O)NCc2cccnc2)CC1 (stereo not given)
 : 3 | -13 | -4 | -2.5 | 27 | -10 | 10 | -2.1 | -3
> Cc1nnc(N2C(=O)C(=O)/C(=C(/O)c3ccc4c(c3)OCCO4)C2c2ccc(F)cc2)s1 (stereo not given)
 : 4 | 17 | -38 | 1.4 | 14 | 0 | 0 | -4.4 | 1
> Cc1ccc(OC(=O)c2cccc([N+](=O)[O-])c2)c(-n2nc3ccccc3n2)c1
 : -1 | -5 | -2 | -1.7 | 2 | 4 | -3 | -0.3 | 0
> C/C=C/C(=O)OCC(=O)Nc1ccc(F)cc1Cl
 : 5 | 2 | 2 | -4.0 | -16 | 3 | -11 | -3.8 | -2

(listing goes on)
SMILES	IDE inh	NS3 helicase inh	FID counter	IMP-1 inhibitor	UBC9 SUMO inh	p-CIP stab down	PfM18AAP inh	VIM-2 inh	IDE cell activ
O=C(NC1CCCC1)C(c1ccsc1)N(CCc1ccccc1)C(=O)Cc1cccs1 (stereo not given)	-4	-5	-3	2.5	12	-1	-3	0.0	4
Cc1ccc(-c2ccc(SCC(=O)Nc3nonc3C)nn2)cc1	3	0	-9	-3.2	11	0	3	-1.2	4
COc1ccc(-n2c(SCC(=O)NCCC(C)C)nc3ccsc3c2=O)cc1	-3	-3	-4	-2.3	11	6	12	-1.3	1
C/C(=N\NC(=O)CSc1nc(C)cc(C)n1)c1cccc([N+](=O)[O-])c1	0	-7	-4	-4.3	-3	-14	-8	-1.0	-4
CCn1c(CCNC(=O)c2ccc(OC)cc2)nnc1SCc1ccc(Cl)cc1Cl	3	-18	-45	-3.3	-6	2	9	-3.7	-4
O=C(Cc1ncc(C(F)(F)F)cc1Cl)NCCc1ccccc1	-5	16	-5	-0.8	23	-14	2	1.1	3
CCCCN=C1C([N+](=O)[O-])=CC=C2C1=NC1(CCCCC1)N2O	7	-7	3	-4.2	-1	-13	4	-1.5	4
CCOC(=O)C1CCCN(c2c(N3CCC(N4CCCCC4)CC3)c(=O)c2=O)C1 (stereo not given)	-1	-1	2	-2.2	11	-21	-9	2.5	3
O=C(O)CC1=C(Nc2ccccc2)C(=O)N(c2ccccc2)C1c1ccc(Br)cc1 (stereo not given)	-2	28	-25	-1.0	6	-5	8	-4.4	9
CCOc1c(Cl)cc(CNCC(C)C)cc1Cl	-4	-5	0	-2.1	nt	nt	-2	0.0	6
CC1CC(=S)Nc2ccccc2S1 (stereo not given)	-4	-10	-2	-3.5	6	6	-4	-2.2	2
CC(=O)Nc1cc(-n2cnnn2)ccc1C	6	-4	0	-1.6	7	-11	-4	-0.8	1
O=C(CNC(=O)Cc1ccc(Cl)cc1)NCc1ccco1	0	-3	0	-3.5	15	10	3	-0.5	3
